PPC-1+TRAIL kill: kills PPC-1 cancer cells in the presence of TRAIL | PPC-1 cells + TRAIL, ATPLite viability luminescence | 220,000 tested, 0.41% active | AID 1443 | cell killing (% activity), % at 4 µM;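 active = cell killing above 50% in the first pass at 4 µM, then a duplicate retest at 5 µM averaging 50% or more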;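 note: plate controls were cells with TRAIL plus DMSO for no effect and medium-only wells lacking cells for full effect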
Furin inh: blocks human furin protease activity. inhibition, % at 30 µM. 220,000 tested, 0.061% active. purified furin, fluorogenic substrate cleavage. AID 463115; in the data active = inhibition above about 25%; note: inactives centre near -15
Target sequence (P09958 108-714 limits assumed): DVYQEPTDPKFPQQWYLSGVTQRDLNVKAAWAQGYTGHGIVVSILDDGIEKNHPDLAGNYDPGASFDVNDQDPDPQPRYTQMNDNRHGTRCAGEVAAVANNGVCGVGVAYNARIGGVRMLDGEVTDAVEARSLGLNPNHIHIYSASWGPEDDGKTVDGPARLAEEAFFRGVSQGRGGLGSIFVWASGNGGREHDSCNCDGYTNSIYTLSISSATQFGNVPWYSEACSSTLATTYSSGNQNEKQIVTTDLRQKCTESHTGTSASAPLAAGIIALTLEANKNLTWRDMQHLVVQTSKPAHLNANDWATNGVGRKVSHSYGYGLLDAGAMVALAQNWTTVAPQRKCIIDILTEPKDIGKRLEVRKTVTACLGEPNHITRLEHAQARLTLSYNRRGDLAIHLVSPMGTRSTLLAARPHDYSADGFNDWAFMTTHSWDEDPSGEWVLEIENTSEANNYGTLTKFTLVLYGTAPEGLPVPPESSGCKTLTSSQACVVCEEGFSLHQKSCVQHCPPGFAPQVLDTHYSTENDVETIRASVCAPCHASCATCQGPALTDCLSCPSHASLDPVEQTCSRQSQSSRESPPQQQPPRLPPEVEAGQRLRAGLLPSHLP
Ba/F3 V617F tox: lowers viability of Ba/F3 cells expressing EpoR and JAK2V617F; ATP luminescence; 220,000 tested, 1.1% active; inhibition, % at 5.6 µM;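 active = inhibition above the campaign mean plus 3 SD over all tested compounds, cut at about 24% in these data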;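 note: cytokine-independent growth of Ba/F3 cells driven by EpoR plus mutant JAK2; 0% = DMSO-treated cells and 100% = JAK inhibitor I control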
PGE2 EP2 inh: EP2 receptor (human) inhibition. P43116. C6 glioma cells expressing human EP2, cAMP TR-FRET; cells stimulated with saturating PGE2. inhibition, % at 25 µM. 260,000 tested, 0.52% active. AID 1422;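 active = percent inhibition above 40 after rounding to a whole number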;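 note: rat C6 glioma host cells with rolipram phosphodiesterase inhibitor present; the protocol text gives 20 µM as final concentration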
p97 inhibitor: human p97 ATPase inhibition; inhibition, % at 8 µM; AID 1481; recombinant p97 ATPase, Kinase-Glo ATP luminescence, 3 h; 220,000 tested, 0.42% active; in the data active = inhibition above about 15%;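 note: 0% = DMSO vehicle and 100% = wells lacking enzyme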
BaF3 parental: reduces parental Ba/F3 cell viability, JAK2V617F counter-screen | 220,000 tested, 1.1% active | CellTiter-Glo ATP luminescence | inhibition, % at 5.6 µM;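 active = inhibition above a per-campaign cutoff, the mean inhibition of all tested compounds plus 3 SD, cut at about 27% in these data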;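 note: 0% = DMSO wells and 100% = JAK Inhibitor I control wells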
p47phox inh: blocks human p47phox regulatory protein of NADPH oxidases; p47phox/p22phox peptide binding, fluorescence polarization, 2 h; 220,000 tested, 0.53% active; AID 1274; inhibition, % at 24.7 µM; P14598;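 active = inhibition above about 30%, limit read from the data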;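 note: 0% = p47phox with labelled peptide and 100% = labelled peptide alone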
Target sequence (P14598 whole entry, looked up): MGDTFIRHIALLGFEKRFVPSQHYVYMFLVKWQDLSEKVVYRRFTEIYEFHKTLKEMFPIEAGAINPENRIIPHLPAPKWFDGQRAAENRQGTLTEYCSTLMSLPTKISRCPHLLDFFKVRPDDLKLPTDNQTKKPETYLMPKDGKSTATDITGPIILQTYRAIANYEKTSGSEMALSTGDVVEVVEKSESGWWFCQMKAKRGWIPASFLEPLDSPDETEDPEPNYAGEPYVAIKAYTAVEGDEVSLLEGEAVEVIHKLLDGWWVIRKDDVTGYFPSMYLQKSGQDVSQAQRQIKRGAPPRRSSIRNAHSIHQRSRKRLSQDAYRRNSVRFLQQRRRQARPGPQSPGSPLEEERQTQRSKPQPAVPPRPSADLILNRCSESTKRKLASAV
TbHK1 inh: blocks Trypanosoma brucei hexokinase 1 activity. 220,000 tested, 0.11% active. recombinant TbHK1, G6PDH-coupled NADH A340. inhibition, % at 10 µM;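 active = inhibition of 50% or more in the single-dose primary screen; inactive = inhibition below 50%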
RBBP9 inh: blocks human serine hydrolase RBBP9; O75884; inhibition, % at 7.94 µM; 220,000 tested, 0.2% active; recombinant RBBP9, FP-Rh probe fluorescence polarization;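 active = inhibition above the campaign mean of all tested compounds plus 3 SD, cut at about 14% in these data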;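 note: plate controls were DMSO wells with RBBP9 for no effect and wells lacking RBBP9 protein for full effect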
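System: RBBP9 protein / Buffer or medium: Tris/NaCl buffer pH 8.0 with 0.1% Pluronic / Probe or stimulus: Serine-hydrolase probe FP-Rh, 375 nM pre-mixing / Dosing: 7.94 µM single dose, 0.794% DMSO / Times: enzyme-compound preincubation 30 min, then probe labeling 45 min, 25 °C / Technique: fluorescence polarization (mP), excitation 525 nm, emission 598 nm / Replication: singlicate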
* marks the source's active call; other numbers are inactive results; x = no result given; & = joins results of further samples; [ ] = dose if it differs, or a comment. This is a subset (hit frequency here may not be typical).

Order of values – PPC-1+TRAIL kill	Furin inh	Ba/F3 V617F tox	PGE2 EP2 inh	p97 inhibitor	BaF3 parental	p47phox inh	TbHK1 inh	RBBP9 inh
Cc1cc(-n2c(SCc3ccccc3F)nc3n[nH]c(C)c3c2=N)ccc1Cl
    20.6	-39.7	0.3	6.6	0.1	11.4	2.5	-7.0	-23.5
N#C/C(=C\c1c(N2CCCCCC2)nc2ccccn2c1=O)C(=O)NC1CCS(=O)(=O)C1 (stereo not given)
    12.9	3.2	-4.2	10.6	1.8	6.8	-5.6	-8.8	-2.1
CCC/C(O)=C1\C(=O)CC(C)(C)CC1=NCCO
    4.2	-22.5	-2.1	11.0	3.9	5.1	-7.3	-1.9	-3.6
Cc1oc2cc(OC(C)C(=O)O)ccc2c(=O)c1Oc1ccccc1 (stereo not given)
    2.1	-18.7	-1.2	12.5	2.5	0.4	6.1	2.5	-9.4
Cc1ccc(S(=O)(=O)/N=C(/NC(=S)Nc2c(C)n(C)n(-c3ccccc3)c2=O)c2ccccc2)cc1
    -18.4	-11.4	3.7	12.9	2.3	-1.7	-9.1	-3.2	-0.3
CCCc1cc(=O)n2[nH]c(C)c(-c3ccccc3)c2n1
    7.8	-11.6	0.8	12.2	1.5	1.2	-2.6	-5.5	-1.3
O=C(C(Cc1ccccc1)N1C(=O)c2ccccc2C1=O)N1c2ccccc2CCc2ccccc21 (stereo not given)
    7.8	-8.4	1.9	-0.4	7.5	8.2	-6.1	-3.7	-6.8
Cc1ccc(SCC(=O)NC(=O)NCc2ccco2)cc1C
    17.8	-11.4	1.5	5.5	-10.3	1.6	-27.3	10.6	-1.2
CC(C)C(NS(=O)(=O)c1ccc2c(c1)oc(=O)n2C)C(=O)N1CCN(Cc2ccccc2)CC1 (stereo not given)
    15.2	-21.8	-2.0	15.1	2.1	9.0	-3.5	-0.7	-3.8
CC(C)COC(=O)C1[C@H]2C(=O)N(Cc3cccs3)C[C@]23C=C[C@H]1O3 (stereo not given in full)
    13.8	-20.2[20 µM]	-3.5	4.8	4.0	3.4	-10.3	-0.2	3.7

Brought forward from above: 2 entries, then new ones.
Order of values – PPC-1+TRAIL kill	Furin inh	Ba/F3 V617F tox	PGE2 EP2 inh	p97 inhibitor	BaF3 parental	p47phox inh	TbHK1 inh	RBBP9 inh
CC(C)C(NS(=O)(=O)c1ccc2c(c1)oc(=O)n2C)C(=O)N1CCN(Cc2ccccc2)CC1 (stereo not given)
    15.2	-21.8	-2.0	15.1	2.1	9.0	-3.5	-0.7	-3.8
CC(C)COC(=O)C1[C@H]2C(=O)N(Cc3cccs3)C[C@]23C=C[C@H]1O3 (stereo not given in full)
    13.8	-20.2[20 µM]	-3.5	4.8	4.0	3.4	-10.3	-0.2	3.7
Cc1nc2ncnn2c(N2CCN(c3cccc(C(F)(F)F)c3)CC2)c1C
    18.8	-6.2	5.0	-1.3	-4.0	9.3	-2.3	-11.1	-11.9
CCN(CC)S(=O)(=O)c1ccc(C)c(NC(=O)CNCCN(C(C)C)C(C)C)c1
    11.7	-18.0	-2.8	7.1	3.6	5.1	4.8	6.2	1.3
O=C1C=C(O)CC(c2ccco2)C1 (stereo not given)
    6.7	-29.2[20 µM]	-1.5	10.0	-2.3	4.6	-18.8	20.7	-4.8
Cc1cccc2sc(NNC(=O)c3ccc4c(c3)OCCO4)nc12
    -1.3	-6.2	-0.7	x	2.2	1.9	3.1	1.9	-6.5
O=C(Cc1ccc2c(c1)OCCO2)N1CCN(S(=O)(=O)c2cccc(C(F)(F)F)c2)CC1
    -9.5	-18.1	-4.2	7.7	7.9	-1.4	-8.8	35.9	-5.7
Cc1ccccc1Nc1nc(N)nc(COC(=O)c2ccc(S(=O)(=O)N(C)C)cc2)n1
    5.6	-2.0	3.5	18.5	-2.1	10.1	-7.7	15.5	-1.4
C=CCSC1=Nc2cc(OC)c(OC)cc2C2=NC(=O)CN12
    12.1	-16.7	-0.5	2.2	5.7	7.8	-0.7	-9.8	0.3
CN(C)CCCSc1nc2ccccc2s1
    13.0	-19.2	3.2	1.6	3.9	8.0	-9.6	-7.2	-7.8
CC(c1cccs1)N(C(=O)Nc1ccccc1)C1CCCCC1 (stereo not given)
    12.5	-20.8[20 µM]	-1.3	3.9	-0.1	6.0	-15.8	9.3	-7.7
COc1ccc(CCNC(=O)CSc2nc3[nH]ncc3c(=O)n2-c2cccc(C(F)(F)F)c2)cc1OC
    -1.3	-18.2	2.4	5.6	-3.4	2.4	4.7	3.0	-10.3
OCCN1CCN(CCCN2c3ccccc3Sc3ccc(C(F)(F)F)cc32)CC1
    11.9	-14.5	0.3	16.0&12.8&13.4	-5.9	7.6	3.4	-29.6	-8.1
c1ccc(C2C/C(=N\N3CCOCC3)c3ccccc3O2)cc1 (stereo not given)
    13.4	-18.1	-5.3	11.5	0.2	2.5	3.0	0.0	0.3
COc1ccc2c(C)c(Cl)c(=O)oc2c1
    0.0	-164.8	4.1	5.3	-2.1	6.7	-16.0	-16.4	1.3
CCNC(=O)c1ccccc1NC(=O)c1cccc(S(=O)(=O)N2CCC(C)CC2)c1
    22.4	-6.1[20 µM]	1.5	5.2	-0.5	-2.5	-8.3	-7.4	-6.6
COc1ccc(NC(=O)CSc2ncnc3c2nnn3-c2ccc(F)cc2)c(OC)c1
    -2.0	-12.8	4.2	3.5	-3.0	4.7	-6.9	-5.6	-12.8
Cc1ccc(OC(=O)c2sc(Cl)nc2C)cc1C
    11.3	-16.6	0.1	1.6	1.7	4.7	-2.5	-4.6	-7.5
COC(=O)c1ccc(COc2ccc(/C=N/O)cc2OC)o1
    1.6	-15.9	-0.4	5.3	8.0	6.2	-4.4	-6.2	-1.6
O=C(NCc1ccco1)c1ccc(N2CCCC2=O)cc1
    11.7	-14.9	1.7	15.5	-4.2	3.1	-17.7	-3.6	-4.5
O=C(OCCN1C(=O)c2cccc3c(N4CCOCC4)ccc(c23)C1=O)c1cc(Cl)cc(Cl)c1
    5.1	4.7	2.4	8.3	-2.1	6.1	-61.4	33.1	-9.6
COc1cc(OC)cc(C(=O)Oc2c(CN3CCOCC3)cc(Cl)c3cccnc23)c1
    31.4	-26.8	-2.4	10.9	-3.4	-4.8	-7.7	-19.3	2.2
CC(C)CC(=O)NC(=S)Nc1ccc(N2CCOCC2)cc1
    12.3	-2.1	0.5	19.2	2.4	4.0	-4.1	15.4	-11.2
CCc1c(C)nc(N)nc1OCC(F)(F)C(F)F
    9.9	-12.4	1.0	5.5	1.7	6.0	-3.4	5.7	1.2
CC(C)(C)NC(=O)CC1C(=O)NCCN1Cc1c(F)cccc1Cl (stereo not given)
    15.0	-11.3	-0.4	5.1	1.8	3.0	-0.9	-9.1	3.1
C/C(=C\C(=O)c1ccc(Br)cc1)NCc1ccc2c(c1)OCO2
    -15.5	-18.2	-3.1	14.3	-0.2	6.2	-8.8	-15.1	-6.0
Clc1ccccc1Cn1nnc2c(NCC3CC3)ncnc21
    0.0	-31.7	2.9	7.5	-0.5	6.9	-5.3	2.8	-5.5
COc1ccc(CN2CC(C(=O)NCCC3=CCCCC3)CC2=O)cc1 (stereo not given)
    21.5	-7.2	1.2	9.8	-7.3	3.8	-9.7	-0.9	-9.3
COc1ccc(OCc2cnc(Cl)s2)cc1
    -7.4	0.9[20 µM]	4.0	16.2	-7.0	0.6	-3.3	1.8	-4.4
CCc1cccc(C)c1NC(=O)CCCSc1nc2ccccc2s1
    12.8	-21.8	-1.8	8.8	2.4	-0.5	-9.5	-2.0	6.2
Cc1nn(CCC#N)c(NC(=O)c2ccccc2)c1P(=O)(Nc1ccc(Br)cc1)N1CCOCC1 (stereo not given)
    2.8	-26.6	-2.2	8.4	3.9	3.0	-8.8	-3.4	-1.6
O=C(NCc1ccco1)C1Cc2ccccc2CN1C(=O)c1ccco1 (stereo not given)
    4.5	-21.0	4.2	2.8	1.5	12.3	-5.7	4.3	-7.4
C=CCNc1nc(-c2cc3ccccc3o2)cs1
    16.9	-21.8	1.9	14.6	2.5	7.1	-9.3	-3.4	-1.7
COC(=O)C1=C(C)NC(=O)CC1c1cc(Br)ccc1F (stereo not given)
    1.5	-24.1[20 µM]	0.5	12.4	-3.3	1.0	0.4	-7.7	-9.8
Nc1c(C(=O)NC2CCCC2)c2nc3ccccc3nc2n1/N=C/c1ccco1
    8.3	-24.9[20 µM]	-3.2	7.2	0.0	6.7	-5.9	-12.5	-1.1
CCN1CCN(C(=O)/C=C/c2ccc3c(c2)OCO3)CC1
    3.1	-26.1	-1.2	10.3	5.0	3.2	4.8	-31.3	-6.2
C=C(C)[C@@H]1CC=C(CN2CCC(N3CCC(C(=O)N4CCCC4)CC3)CC2)CC1
    34.0	-24.9	0.8	6.1	1.7	4.4	-18.1	-16.4	4.7
C=CCOc1ccc2c(CC)cc(=O)oc2c1C
    8.2	-28.2	-2.9	4.1	2.5	5.9	0.4	-9.5	1.0
NC(=O)CCn1cnc2ccccc21
    0.1	-17.1	-0.3	6.6	-0.2	-0.7	4.5	-5.5	-6.6
COc1cccc(Nc2ccccc2C(=O)O)c1
    15.1	-0.9	3.1	4.4	16.2*	0.7	3.3	2.4	-5.8
O=C(CNS(=O)(=O)c1ccc(Br)s1)NC1CCCc2ccccc21 (stereo not given)
    -0.4	-10.2	-3.1	5.5	8.4	-0.4	-7.5	4.8	-4.3
COCCCn1c(SCC(=O)NCc2ccco2)nc2sc3c(c2c1=O)CCC3
    0.2	-2.9	-3.4	12.9	0.2	0.8	-11.7	-19.4	0.3
COc1ccc(/C=C(/NC(=O)c2ccc(C)cc2)C(=O)NCC2CCCO2)cc1 (stereo not given)
    32.9	-17.8	3.0	7.1	-3.4	7.1	4.8	-6.2	-9.3
Cc1cc(NC(=O)c2ccc3c(c2)OCCO3)ccc1NC(=O)c1cc2ccccc2o1
    19.5	-17.6	-3.2	9.2	16.4*	3.1	-9.2	-2.6	-4.5
CCCCC1(CO)C(=O)N(c2ccccc2)N(c2ccccc2)C1=O
    -14.4	-15.8	0.2	8.3	2.2	-2.8	-2.9	-9.4	-2.9
Cc1cccc(NC(=S)N(CCCN2CCOCC2)Cc2ccccn2)c1
    31.1	-17.7	0.4	14.0	1.1	6.2	-19.4	-3.7	-1.4
Cc1n[nH]c(C)c1N1C(=O)c2cccc3cc(Br)cc(c23)C1=O
    -8.5	-15.6[20 µM]	-6.3	14.3	3.7	2.9	-10.4	-28.5	3.5
O=C(NCc1nnc(SCC(=O)N2CCCC2)o1)c1ccco1
    8.5	-21.6	2.1	6.8	1.4	8.2	1.1	-3.5	-0.4
N#CCSc1nc2ccccc2c(=O)n1CCC(=O)NC1CCCCC1
    19.5	-15.2	1.3	6.5	1.0	3.5	-13.8	4.9	4.5
Nc1[nH]ncc1C(=O)Nc1cccc(C(F)(F)F)c1
    -2.0	3.5	-2.6	20.1	3.3	-3.4	-15.5	3.8	-3.7
O=C(NC1CC1)c1cccc(Nc2ccc(-c3ccc4c(c3)OCCO4)nn2)c1
    68.6*[5 µM]	-5.8[20 µM]	-2.4	16.0	4.6	0.5	-13.8	-10.8	-5.3

A section of the results above:
Order of values – PPC-1+TRAIL kill	Furin inh	Ba/F3 V617F tox	PGE2 EP2 inh	p97 inhibitor	BaF3 parental	p47phox inh	TbHK1 inh	RBBP9 inh
Nc1[nH]ncc1C(=O)Nc1cccc(C(F)(F)F)c1
    -2.0	3.5	-2.6	20.1	3.3	-3.4	-15.5	3.8	-3.7
O=C(NC1CC1)c1cccc(Nc2ccc(-c3ccc4c(c3)OCCO4)nn2)c1
    68.6*[5 µM]	-5.8[20 µM]	-2.4	16.0	4.6	0.5	-13.8	-10.8	-5.3

Compound activity deposited in PubChem by several laboratories.
